TLR4-MyD88 BLA = blocks binding of human TLR4 to MyD88 | O00206+Q99836 | HeLa CL3-4 TLR4/MyD88 BLA complementation, FRET ratio | inhibition, % at 8.4 µM | 200,000 tested, 0.18% active; in the data active = inhibition above about 25%;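 note: 0% = vehicle and 100% = reference inhibitor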
Target sequence (O00206 whole entry, looked up): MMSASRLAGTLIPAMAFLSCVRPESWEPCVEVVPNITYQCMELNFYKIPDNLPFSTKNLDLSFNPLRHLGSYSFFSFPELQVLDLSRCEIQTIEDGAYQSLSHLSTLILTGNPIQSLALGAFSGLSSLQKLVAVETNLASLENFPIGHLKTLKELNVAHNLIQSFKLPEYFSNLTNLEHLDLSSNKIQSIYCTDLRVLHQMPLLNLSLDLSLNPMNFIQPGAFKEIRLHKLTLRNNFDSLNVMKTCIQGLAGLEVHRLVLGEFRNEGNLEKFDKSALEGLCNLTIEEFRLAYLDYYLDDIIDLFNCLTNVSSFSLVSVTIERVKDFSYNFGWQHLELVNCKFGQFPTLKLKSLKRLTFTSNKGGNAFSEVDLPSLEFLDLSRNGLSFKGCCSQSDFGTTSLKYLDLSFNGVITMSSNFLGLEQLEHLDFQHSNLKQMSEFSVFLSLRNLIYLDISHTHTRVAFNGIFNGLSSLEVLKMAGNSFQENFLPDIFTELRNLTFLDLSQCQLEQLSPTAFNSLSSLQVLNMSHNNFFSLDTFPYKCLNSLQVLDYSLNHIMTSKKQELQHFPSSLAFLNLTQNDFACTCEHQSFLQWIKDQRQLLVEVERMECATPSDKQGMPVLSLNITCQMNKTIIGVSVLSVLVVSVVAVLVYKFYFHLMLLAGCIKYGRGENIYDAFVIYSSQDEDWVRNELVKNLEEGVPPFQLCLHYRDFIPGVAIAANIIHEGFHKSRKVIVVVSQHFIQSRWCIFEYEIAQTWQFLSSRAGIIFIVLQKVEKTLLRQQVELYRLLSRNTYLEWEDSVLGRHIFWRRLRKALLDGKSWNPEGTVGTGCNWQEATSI
Target sequence (Q99836 whole entry, looked up): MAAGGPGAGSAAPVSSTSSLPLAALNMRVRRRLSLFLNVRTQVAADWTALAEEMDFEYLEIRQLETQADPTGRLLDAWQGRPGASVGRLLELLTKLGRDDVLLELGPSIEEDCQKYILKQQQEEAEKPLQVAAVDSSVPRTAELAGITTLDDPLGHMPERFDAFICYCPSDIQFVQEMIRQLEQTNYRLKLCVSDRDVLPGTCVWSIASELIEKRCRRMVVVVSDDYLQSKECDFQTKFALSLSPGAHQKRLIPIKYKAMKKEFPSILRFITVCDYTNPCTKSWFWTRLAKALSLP
NF-kB neuron act = raises NF-kB expression in human neuronal cells | NF-kB reporter expression; hits give high values | 190,000 tested, 1.6% active | fold change at 12.5 µM; in the data active = fold change above about 3.3
STAT1 act = STAT1 signaling activation | 200,000 tested, 2.6% active | NIH 3T3 STAT1-luciferase reporter, IFN-gamma, luminescence; 100% = IFN-gamma alone, no compound | activation (% of control), % at 5.5 µM | AID 932;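 active = activation above the screen-wide mean activation plus 3 SD, cut at about 130% in these data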;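 note: raw ratio to IFN-gamma control signal so 100% means no change and 0% no light; values of inactives mirror those of a sister screen read the other way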
DTT redox prof = compounds producing H2O2 with reducing agent – biochemical, NIH compound library profiling, artefact control for MLSCN library redox annotation, primary screen; DTT-dependent redox cycling H2O2, phenol red/HRP absorbance; 100% = 100 µM peroxide control, 0% = buffer; activation, % at 10 µM; 200,000 tested, 0.03% active; AID 878;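 active = activation of at least 50% relative to the plate's high and low controls in the primary single-dose screen; inactive = activation below 50%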;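 note: compound incubated with DTT at 0.8 mM final as the reducing agent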
STAT3 blocker = inhibitors of IL-6 induced STAT3 signaling | U3A cells, IL-6 STAT3-luciferase reporter, luminescence; host cell line lacks STAT1 | inhibition, % at 5.5 µM | 190,000 tested, 0.89% active | AID 862;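 active = inhibition above the mean inhibition across all screened compounds plus 3 SD, cut at about 44% in these data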;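 note: 0% = DMSO only wells and 100% = 100 µM nifuroxazide control wells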
STAT1 blocker = STAT1 signaling inhibition. NIH 3T3 STAT1-luciferase reporter, IFN-gamma, luminescence. inhibition, % at 5.5 µM. AID 920. 200,000 tested, 0.35% active;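 active = inhibition above a set limit, the mean inhibition across all tested compounds plus 3 SD, cut at about 34% in these data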;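 note: 0% = IFN-gamma with DMSO and 100% = IFN-gamma with 300 µM nifuroxazide; values of inactives mirror those of a sister screen read the other way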
Hsp70 act = Hsp70 transcriptional activation, primary screen | HeLa Hsp70 promoter luciferase reporter, luminescence; scaled: vehicle 0, proteasome-inhibitor control 100% | activation, % at 10 µM | 200,000 tested, 0.04% active;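 active = activation above the mean across all tested compounds plus 3 SD, cutoff set per campaign, cut at about 5.5% in these data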;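 note: 100% = MG132 at 30 µM as the positive control and 0% = DMSO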
APP 5'UTR act = APP 5'UTR luciferase reporter activation; SH-SY5Y APP 5'UTR luciferase reporter, luminescence; zero percent = DMSO vehicle wells; activation, % at 2 µM; 190,000 tested, 1% active;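 active = activation above a set limit, based on mean plus 3 SD of controls, cut at about 140% in these data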; note: values of inactives mirror those of a sister screen read the other way
Efa HMGR inh = E. faecalis class II HMG-CoA reductase inhibition; AID 1066; 190,000 tested, 0.41% active; inhibition, % at 10 µM; purified E. faecalis HMGR, NADPH absorbance 340 nm kinetic;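 active = inhibition above a set limit, the median over all tested compounds plus 3 SD, cut at about 9.5% in these data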;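 note: enzyme runs in reverse so mevalonate oxidation gives rising NADPH absorbance; 0% = complete reaction with DMSO and 100% = background rate lacking mevalonate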
STAT3 activator = increases IL-6 driven STAT3 reporter signal. U3A cells, IL-6 STAT3-luciferase reporter, luminescence; 100% = signal with IL-6 EC80 alone. activation (% of control), % at 5.6 µM. 190,000 tested, 0.91% active;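 active = activation above the screen-wide mean of compound activation plus 3 SD, cut at about 130% in these data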;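 note: 0% = background luminescence of wells with medium and substrate only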
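Assay system – human STAT1-deficient U3A cells with stable STAT3-luciferase reporter · Also added – IL-6 (33 ng/mL) · Schedule – compound 1 h, then IL-6 6 h at 37 °C · Technique – reporter luminescence signal · Evaluation – % activation versus median of IL-6-stimulated wells · Benchmarks – IL-6-only wells as 100% reference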
Starred values were filed as active, the others as inactive; nt = not tested or not shown.

SMILES	TLR4-MyD88 BLA	NF-kB neuron act	STAT1 act	DTT redox prof	STAT3 blocker	STAT1 blocker	Hsp70 act	APP 5'UTR act	Efa HMGR inh	STAT3 activator
O=C(CCC(=O)Nc1ccc(F)cc1)N/N=C/c1ccncc1	2.8	1.2	101.0	-0.3	22.6	-1.8	-0.1	-21.6	-4.6	89.1
O=C(CCC1COc2ccccc2O1)NCC1COc2ccccc2O1 (stereo not drawn)	-10.5	1.16	101.3	0.0	-2.8	-1.4	0.1	14.7	-1.0	105.0
Fc1ccc(NC(=S)N2CCN(c3ncccn3)CC2)cc1	-1.1	1.2	102.3	-0.3	14.5	-5.5	0.1	10.4	-0.5	91.8
NC(=O)C1CCN(C(c2ccccc2Cl)c2nnnn2Cc2ccc3c(c2)OCO3)CC1 (stereo not drawn)	-6.0	1.22	99.3	-1.1	3.9	0.8	-0.3	-12.4	-0.8	101.2
O=C(CSc1nnc(-c2ccccc2Cl)o1)Nc1ccc2c(c1)OCCO2	3.1	2.23	98.2	-0.2	3.3	1.1	0.0	140.9*	0.3	99.1
Cc1ccc(C)c2c(N)c3c(nc12)CCCCC3 (tested in a mixture with another compound)	-8.6	1.19	105.0	-0.4	5.6	-6.5	0.1	7.0	-3.5	101.4
COc1cc(F)ccc1S(=O)(=O)N1CCN(C23CC4CC(CC(C4)C2)C3)CC1	-12.4	1.31	95.8	-0.1	-4.2	4.5	0.4	-16.9	-1.1	103.7
Cc1cc(C)c2c(NC(=O)C3CC3)nn(C)c2n1	6.2	1.1	102.3	0.5	-1.8	-5.5	0.1	-14.2	-3.5	105.6
CN(C)S(=O)(=O)c1ccc(C(=O)Nc2ccccn2)cc1	6.5	1.75	121.8	-0.2	-5.9	-23.7	0.0	17.1	-1.8	107.7
COc1ccc(C2CC(c3ccc(F)cc3)Nc3nc(N)nn32)cc1OC (stereo not drawn)	1.2	1.07	95.6	-0.9	2.4	4.9	-0.1	-1.5	-0.1	102.4
NC(=O)C1CCN(C(c2ccccc2F)c2nnnn2Cc2ccco2)CC1 (stereo not drawn)	-2.7	1.02	99.4	-0.2	7.9	0.6	-0.2	4.5	-1.7	95.9
COc1ccc(NC(C)=O)cc1NC(=O)CN1CCN(CC(=O)Nc2ccccc2Cl)CC1	4.8	0.61	106.4	0.0	-0.2	-6.9	-0.1	-0.6	3.8	102.7
CC(C)c1nnc(SCC(=O)Nc2ccc3c(c2)OCO3)n1C	-0.2	1.04	104.3	0.1	0.0	-4.0	0.5	-17.7	-4.9	103.2
Cc1ccc2nc(SCC(=O)c3c(C)[nH]c4ccccc34)[nH]c2c1	-4.5	0.89	103.1	-0.2	12.7	-3.5	-0.2	2.7	-0.8	92.2
O=C(c1ccco1)N1CCN(C(=O)c2cc(-c3ccncc3)nc3ccc(Br)cc23)CC1	-8.6	nt	94.1	0.4	4.1	6.4	-0.3	3.9	nt	100.1
CN(/N=C/c1ccncc1)c1cnn(-c2ccc(F)c(Cl)c2)c(=O)c1Cl	-5.2	1.32	111.0	-1.1	-1.2	-12.1	0.1	-0.6	-1.9	101.7
Cc1ccc(S(=O)(=O)Nc2ccc(O)c(Sc3ncn[nH]3)c2)cc1	-4.3	0.9	96.5	-0.7	2.2	2.3	-0.5	1.8	-5.1	99.3
CCn1ncc(C2=NOC(C(=O)Nc3cc(OC)c(Cl)cc3OC)C2)c1C (stereo not drawn)	0.9	1.18	104.4	-2.2	8.0	-3.3	-0.1	17.0	-0.9	97.0
CCOC(=O)c1[nH]cnc1C(=O)NC(C)C	-3.3	1.29	101.5	-0.6	-20.6	-1.6	-0.1	-21.4	-1.4	118.7
CC(=O)c1c(C)[nH]c(C(=O)OCC(=O)NCC(C)C)c1C	5.6	0.97	94.8	-2.3	23.1	3.8	0.3	19.7	-2.3	83.5

Reprinted from the part before: two compounds, followed by the next part.
SMILES	TLR4-MyD88 BLA	NF-kB neuron act	STAT1 act	DTT redox prof	STAT3 blocker	STAT1 blocker	Hsp70 act	APP 5'UTR act	Efa HMGR inh	STAT3 activator
CCOC(=O)c1[nH]cnc1C(=O)NC(C)C	-3.3	1.29	101.5	-0.6	-20.6	-1.6	-0.1	-21.4	-1.4	118.7
CC(=O)c1c(C)[nH]c(C(=O)OCC(=O)NCC(C)C)c1C	5.6	0.97	94.8	-2.3	23.1	3.8	0.3	19.7	-2.3	83.5
S=c1[nH]nc(Cn2nnc3ccccc32)n1-c1ccccc1	-3.6	1.07	95.2	0.1	13.2	3.8	-0.4	4.5	-6.3	93.2
Clc1ccc(-c2cn(-c3ccccc3)c3[n+]2CCS3)cc1	-7.1	0.92	91.7	-0.5	3.7	6.9	-0.4	11.7	3.0	99.7
CCOCCCn1c(=N)c(C(=O)NCc2ccc3c(c2)OCO3)cc2c(=O)n3ccccc3nc21	0.7	0.86	96.1	-0.6	8.2	4.3	-0.2	0.7	3.4	95.6
COc1ccc(C2c3ccc4ccccc4c3Oc3ncn(CCN4CCOCC4)c(=N)c32)cc1 (stereo not drawn)	0.1	0.46	103.1	9.8	-2.7	-3.4	0.4	10.9	3.4	106.4
N#Cc1ccc(/C=C/C(=O)c2ccco2)cc1	8.0	1.06	87.6	0.0	-4.9	13.9	0.4	5.8	-2.0	106.4
O=C(CSc1nnc(Cc2cccs2)n1-c1ccccc1)Nc1ccc2c(c1)OCCO2	0.4	0.84	88.0	0.0	13.1	13.0	-0.2	6.4	2.2	91.4
Cc1c(NC(=O)CSc2nnc3c4ccccc4n(CCc4ccccc4)c3n2)c(=O)n(-c2ccccc2)n1C	-5.2	0.53	109.1	1.9	-10.0	-10.0	-0.2	15.1	-4.6	108.2
COCCNC(=O)CN(C(=O)Cn1nnc2ccccc21)c1ccccc1C	-0.9	1.21	101.3	-0.7	2.2	-2.8	-0.1	10.0	-0.7	102.7
COc1ccc(OC)c(C(O)c2coc3ccc(O)c(CN4CCOCC4)c23)c1 (stereo not drawn)	-0.8	1.27	89.9	-1.5	5.4	9.3	0.1	6.8	-7.2	99.1
COCCn1c(C)cc(C(=O)COC(=O)c2n[nH]c3ccccc23)c1C	-6.6	0.87	73.9	-1.9	83.4*	29.1	-0.4	97.8	-6.1	33.8
CC(=O)OCN(C#N)c1nc(N(C)C)nc(N(C)C)n1	-11.2	0.97	105.9	1.2	4.2	-6.4	-0.3	-7.5	-0.5	98.7
COc1ccc(OCC(=O)Nc2ccc(N3CCN(C(=O)c4ccco4)CC3)cc2)cc1	2.5	2.26	109.9	-0.4	12.1	-12.8	-0.1	22.4	1.0	95.4
CC1CCN(C(=O)c2cc3ccccc3o2)CC1	7.8	2.33	126.1	2.7	9.1	-28.4	-0.2	49.9	-4.5	96.4
COC(=O)CSc1nc2ccccc2nc1SCC(=O)OC	4.4	1.16	98.5	2.1	4.7	1.6	-0.5	1.9	-3.9	99.2
COc1ccc(NC(=O)C23CCC(C)(C(=O)O2)C3(C)C)cc1 (stereo not drawn)	4.7	1.43	97.1	-0.7	3.7	-1.1	-0.3	7.3	-7.2	100.0
O=C(Nc1ccccc1)N1CCc2ccccc2C1	-2.9	2.42	121.7	0.7	-30.6	-23.6	1.2	82.0	-0.9	130.1
CN(C(=O)c1cccc(N2C(=O)C3CC=CCC3C2=O)c1)C1CCCCC1 (stereo not drawn)	7.0	1.25	95.3	-1.1	-1.3	5.2	-0.1	0.7	0.3	103.9
CC(NC(=O)COC(=O)c1cn(-c2ccccc2)nc1-c1cccs1)c1ccccc1 (stereo not drawn)	0.8	1.34	101.3	-0.3	21.9	-1.4	-0.2	13.2	-0.7	80.9
Cc1nc2sc(C(c3cccc(F)c3)N3CCC(O)CC3)c(O)n2n1 (stereo not drawn)	15.9	1.13	105.0	1.5	-1.8	-5.5	-0.1	-6.4	-2.0	103.2
O=C(O)CS(=O)(=O)c1ccc(C(F)(F)F)cn1	-4.8	1.3	96.3	0.1	1.2	2.5	-0.1	-0.4	-2.2	100.7
CCOC(=O)C(NC(=O)Nc1ccccc1)(OCC)C(F)(F)F (stereo not drawn)	2.9	1.32	104.2	1.7	-1.6	-4.5	-0.3	4.2	1.5	102.9
COC(=O)c1[nH]c2ccc(F)cc2c1NS(=O)(=O)c1ccc(OC)cc1	-1.5	1.38	85.2	0.3	-27.3	16.3	0.1	-88.6	-2.6	127.6
C[N+]1(CCNC(=O)/C=N/O)CCCCC1	14.9	0.9	101.0	-1.0	1.8	-1.1	-0.3	2.0	-5.3	101.3
N#Cc1cc2c([nH]c1=S)CCCCCC2	-6.1	1.18	106.0	2.3	5.8	-6.6	-0.4	1.0	-0.2	103.6
C=CCC1(C#N)C(=S)NC2=C(C(=O)CC(C)(C)C2)C1c1ccc(Br)cc1 (stereo not drawn)	-15.7	1.25	89.0	0.0	5.4	12.5	-0.2	2.6	1.7	95.7
O=C(CC1C(=O)NCCN1C(=O)Nc1ccccc1)Nc1cccc(Cl)c1 (stereo not drawn)	-11.1	1	103.1	-0.4	-6.3	-3.1	-0.1	-2.6	2.3	114.7
Cc1ccc(-c2nnn(CC(=O)Nc3ccccc3N3CCOCC3)n2)cc1	-1.4	0.79	90.9	0.3	7.9	10.0	-0.2	-7.2	-4.7	100.8
CC(C)Cn1c2nc3ccccc3nc2c2c(=O)n(CCN3CCOCC3)cnc21	-13.1	0.84	98.8	2.0	9.4	1.3	-0.4	3.5	0.3	100.4
CC12CC3CC(C)(C1)CC(C(=O)Nc1nn[nH]n1)(C3)C2	8.4	0.85	114.4	-2.1	5.3	-13.8	-0.1	-13.3	-2.4	99.2
CCC(C)NC(=O)COc1ccccc1[N+](=O)[O-] (stereo not drawn)	-4.3	0.99	102.0	0.4	-2.8	-2.3	-0.1	49.6	3.9	104.3
O=C(Nc1ncc(Cl)cc1Cl)c1c(F)cccc1Cl	-0.5	1	97.0	-2.1	16.9	1.9	-0.3	8.2	-6.2	91.0
O=C(c1nc2ccccn2c1CNCCCn1ncc2ccccc21)N1CCCC1	7.7	1.05	96.9	-1.0	10.3	1.8	-0.3	-2.4	0.9	94.7
C=CCOc1cccc(CNc2ccc3[nH]c(=O)[nH]c3c2)c1	2.9	0.88	97.6	1.9	14.5	2.2	-0.2	-8.6	0.0	91.9
CCc1cc2c(=O)nc3n(c2s1)Cc1ccccc1/C3=C(/O)c1ccccc1Cl	0.1	0.91	106.3	0.2	-3.1	-6.8	-0.2	10.0	-7.7	108.9
Cc1oc(=O)c(NC(=O)c2ccccc2)cc1C(=O)c1ccccc1	1.1	2.44	111.2	14.3	-1.0	-12.5	0.3	55.4	0.8	101.9
CCOC(=O)c1ccc(N2C(=O)CC(N(C)Cc3ccccc3)C2=O)cc1 (stereo not drawn)	-1.9	1	100.1	0.5	-1.2	-0.1	-0.1	7.5	-4.9	101.2
